BoNT-A LC inh2 – BoNT A light chain protease inhibition | multiplex microsphere protease substrate cleavage, flow cytometry | inhibition, % at 10 µM | actives 0.17% (n = 360,000); further: plate controls were buffer without enzyme for full effect and enzyme alone for no effect
Anthrax LF prot – inhibitors of Bacillus anthracis lethal factor protease; P15917; multiplex microsphere protease cleavage assay, LF; inhibition, % at 10 µM; actives 0.12% (n = 360,000); AID 588501; further: plate controls were buffer without enzyme for full effect and enzyme alone for no effect
MazEF act – activators of E. coli MazEF toxin-antitoxin RNase. P0AE70. FAM/BHQ RNA-DNA oligo cleavage fluorescence, 5 h. activation, % at 20 µM. actives 0.32% (n = 350,000); in the data active means activation above about 50%
Target sequence (P0AE70 whole entry, looked up): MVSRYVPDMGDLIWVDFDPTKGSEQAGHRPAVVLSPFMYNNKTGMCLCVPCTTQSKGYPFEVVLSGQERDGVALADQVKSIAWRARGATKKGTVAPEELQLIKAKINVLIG
CCHFV vOTU inh – blocks the CCHF virus ovarian tumor domain protease | CCHFV vOTU protease, Pep-AMC fluorescence | inhibition, % at 11.5 µM | actives 0.55% (n = 370,000) | AID 651958; in the data active means inhibition above about 30%; further: 0% = vehicle wells with enzyme and 100% = no enzyme wells
PrPC TRFRET – cell surface PrPC inhibition, primary TR-FRET screen; P04156; TR-FRET read-out; inhibition, % at 13.8 µM; actives 0.43% (n = 370,000); AID 720596; in the data active means inhibition above about 24%; further: 0% = median of the test wells and 100% = reference compound wells
BoNT-F LC inh – blocks Botulinum neurotoxin F light chain protease; inhibition, % at 10 µM; AID 588497; Multiplex microsphere protease cleavage assay, flow cytometry; actives 0.22% (n = 360,000); in the data active means inhibition above about 35%, passing the limit was not always enough; inconclusive means no clear call, values can overlap the other calls; further: plate controls were buffer without enzyme for full effect and enzyme alone for no effect
Rv3671c protease – inhibits the M. tuberculosis serine protease Rv3671c; P9WHR9; inhibition, % at 5.96 µM; actives 0.048% (n = 320,000); AID 2606; in the data active means inhibition above about 38%;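 further: extracellular domain of Rv3671c used as enzyme; 0% = enzyme with DMSO and 100% = no enzyme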
Target sequence (P9WHR9 whole entry, looked up, the tested form may be a part): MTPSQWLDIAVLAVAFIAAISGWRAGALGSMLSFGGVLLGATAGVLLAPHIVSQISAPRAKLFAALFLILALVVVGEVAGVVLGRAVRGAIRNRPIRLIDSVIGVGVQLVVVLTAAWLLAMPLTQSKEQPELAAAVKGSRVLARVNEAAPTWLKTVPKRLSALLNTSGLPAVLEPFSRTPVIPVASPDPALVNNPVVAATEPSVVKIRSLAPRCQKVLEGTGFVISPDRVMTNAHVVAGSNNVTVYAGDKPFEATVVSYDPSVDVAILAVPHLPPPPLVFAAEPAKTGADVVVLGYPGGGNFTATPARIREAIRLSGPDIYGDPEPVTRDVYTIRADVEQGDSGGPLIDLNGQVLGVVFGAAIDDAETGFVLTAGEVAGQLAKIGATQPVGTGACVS
DUSP3 inh – DUSP3 (human) phosphatase inhibition; P51452; recombinant VHR phosphatase, pNPP absorbance; inhibition, % at 13.3 µM; actives 0.52% (n = 290,000); in the data active means inhibition above about 50%; further: some compounds called inactive have numbers as strong as hits
Target sequence (P51452 whole entry, looked up): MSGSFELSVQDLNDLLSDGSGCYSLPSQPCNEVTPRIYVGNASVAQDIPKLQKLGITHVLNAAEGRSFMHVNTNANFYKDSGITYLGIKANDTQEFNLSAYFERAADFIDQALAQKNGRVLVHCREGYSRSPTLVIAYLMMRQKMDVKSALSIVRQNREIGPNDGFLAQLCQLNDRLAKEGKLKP
SARS 3CLpro inh – SARS-CoV 3CLpro protease inhibition. recombinant SARS-CoV 3CLpro, quenched FRET peptide cleavage. actives 0.14% (n = 290,000). inhibition, % at 6 µM. P0C6X7; in the data active means inhibition above about 12%
SSB-PriA inh – blocks PriA binding to SSB C-terminal tail; actives 0.6% (n = 430,000); AlphaScreen SSBct-PriA binding, biotinylated peptide; inhibition, % at 33 µM; AID 1272365; in the data active means inhibition mostly above about 37%, no sharp cut-off; inactive means mostly below about 20%;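 further: plate controls were negative control peptide for no effect and reference peptide for full effect; strong numbers were not always called active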
Numbers without * were called inactive; u = inconclusive; x = not tested or not shown. Unless noted, no stated cut-off is given here; in the data, active means inhibition above about 30%; inconclusive means no clear call, values can overlap the other calls; inactive means below that. A portion of the library (hit frequency here may not be typical).

SMILES	BoNT-A LC inh2	Anthrax LF prot	MazEF act	CCHFV vOTU inh	PrPC TRFRET	BoNT-F LC inh	Rv3671c protease	DUSP3 inh	SARS 3CLpro inh	SSB-PriA inh
Cc1ccc(S(=O)(=O)N(C)c2ccc3c(ncn3C)c2[N+](=O)[O-])cc1	-0.3	-4	6	18	-6	-1	7	x	x	2
COc1ccc2cc3cc(C(=O)Nc4ccccc4N4CCN(C)CC4)oc3nc2c1	1.5	0	29	-9	-4	4	-2	15	-11	-12
COC(=O)c1cc(NS(=O)(=O)c2ccc(NCc3cccnc3)c(N)c2)cc(C(=O)OC)c1	0.2	0	7	-16	-7	-5	6	26	5	0
CC(Sc1nnc(C2CC2)n1C)C(=O)Nc1ccc2c(c1)CCC2 (centres undefined)	0.3	-9	1	0	10	-5	1	x	x	-3
COc1cc(OC)cc(-n2nc(C(=O)N3CCC4(CC3)OCCO4)c3ccccc3c2=O)c1	-1.1	0	5	4	-3	-22	10	-4	-2	-10
CCN(CC)CCNC(=O)C1c2cc(OC)c(OC)cc2C(=O)N2CCc3ccccc3C12 (centres undefined)	0.5	1	1	-2	-8	3	4	14	-2	-4
CC(=C/c1ccco1)/C=N/N1CCN(c2ccccc2)CC1	-0.4	-10	3	7	-12	-2	1	32	1	x
O=C(NC1CCCCC1)c1ccc(-n2cncn2)c([N+](=O)[O-])c1	-0.1	-3	3	6	-14	-5	3	x	x	-6
CN(Cc1cccs1)C(=O)CNC(=O)c1ccco1	0.4	-9	-4	21	-4	3	0	14	-3	-2
Cc1cccc(OCC(=O)Nc2ccc3c(c2)OCO3)c1C	-0.4	0	5	-9	14	-8	-7	12	-8	-2
COc1cc2c(cc1N/C=C(\C#N)c1nc(-c3ccc(F)cc3)cs1)oc1ccccc12	2.9	3	-250	11	-1	6	-8	9	2	-6
C=C(C)CNC(=S)NNC(=O)c1ccco1	0.9	3	2	11	2	9	-9	8	-4	-10
COc1ccccc1-c1nnc(SCC(=O)Nc2c(Cl)cccc2Cl)o1	3.2	-2	2	5	-6	4	4	7	2	-3
COc1cccc(C(c2nnnn2CCc2ccccc2)N2CCN(c3ccccc3)CC2)c1OC (centres undefined)	-0.5	-3	0	17	17	-16	1	25	1	-20
NC(=O)COC(=O)c1cc(Cl)cc(Cl)c1N	-0.5	-2	-3	-149	-2	-5	-6	17	-2	-8
COc1ccc(CNCC(=O)N2CCC3(CC2)OCCO3)cc1	1.2	1	-6	-18	4	7	4	17	-1	-9
CC1=C(C(=O)OC(C)C)C(c2ccc(Br)s2)NC(=O)N1 (centres undefined)	-1.3	-5	-13	-14	-4	-10	-1	17	-1	10
O=C(NCCCn1ccnc1)/C(=C\c1cccs1)NC(=O)c1cccs1	-0.7	2	-10	-2	-7	-11	7	-13	-3	2
COc1ccc(C(=O)CN2CCN(c3ccc(F)cc3)CC2)cc1	2.3	-21	-1	-10	-7	u	6	15	7	-4
Cc1cccc(Nc2nc(N)nc(CN3CCC(C(N)=O)CC3)n2)c1C	-0.8	3	0	7	-2	-12	9	14	-1	18

Sorted by SMILES length (rising): part of the list above
SMILES	BoNT-A LC inh2	Anthrax LF prot	MazEF act	CCHFV vOTU inh	PrPC TRFRET	BoNT-F LC inh	Rv3671c protease	DUSP3 inh	SARS 3CLpro inh	SSB-PriA inh
C=C(C)CNC(=S)NNC(=O)c1ccco1	0.9	3	2	11	2	9	-9	8	-4	-10
NC(=O)COC(=O)c1cc(Cl)cc(Cl)c1N	-0.5	-2	-3	-149	-2	-5	-6	17	-2	-8
COc1ccc(CNCC(=O)N2CCC3(CC2)OCCO3)cc1	1.2	1	-6	-18	4	7	4	17	-1	-9
CC1=C(C(=O)OC(C)C)C(c2ccc(Br)s2)NC(=O)N1 (centres undefined)	-1.3	-5	-13	-14	-4	-10	-1	17	-1	10
COc1cc2c(cc1N/C=C(\C#N)c1nc(-c3ccc(F)cc3)cs1)oc1ccccc12	2.9	3	-250	11	-1	6	-8	9	2	-6

(cont.)
SMILES	BoNT-A LC inh2	Anthrax LF prot	MazEF act	CCHFV vOTU inh	PrPC TRFRET	BoNT-F LC inh	Rv3671c protease	DUSP3 inh	SARS 3CLpro inh	SSB-PriA inh
N#CCCN(CCC#N)S(=O)(=O)c1ccc(C(=O)Nc2nnc(C3=COCCO3)o2)cc1	0.3	0	3	-6	-5	-1	-6	2	-1	-4
c1ccc(COn2nnc3ccccc32)c(COn2nnc3ccccc32)c1	u	-1	-5	-3	2	-2	-42	0	3	-15
c1ccc2[nH]c(CSc3nccs3)nc2c1	1.7	u	-6	-3	-6	3	-2	22	1	-15
O=C(NCC(=O)N(c1cccc(F)c1)C(C(=O)NC1CCCC1)c1ccncc1)c1ccco1 (centres undefined)	0.3	-1	-1	2	-4	2	4	1	4	-4
COC(=O)c1oc2ccccc2c1NC(=O)CN1CCCC1	0.1	-5	1	-8	-3	0	-5	16	0	-13
COc1ccc(Nc2cc(C(=O)NCCCN3CCN(C)CC3)c3ccccc3n2)cc1	1.5	4	7	16	-3	u	-1	14	-1	-17
N#CC1(c2ccccc2)CCCN1C(=O)c1ccc(Br)cc1 (centres undefined)	-1.8	-5	-2	-12	-1	-4	11	10	-2	-1
Cc1oc(-c2ccc(Cl)cc2)nc1CS(=O)CC(=O)NC1CC1 (centres undefined)	2.1	-1	9	5	-6	8	2	-5	1	-23
CCOC(=O)c1sc2nc(C)nc(NCc3ccc(Cl)cc3)c2c1C	-0.7	23	-7	-10	1	1	-41	66	1	-6
Cc1ccc(S(=O)(=O)N2Cc3ccccc3CC2C(=O)Nn2cnnc2)cc1 (centres undefined)	1.4	0	2	-8	3	7	-3	-1	-2	-4
CC(C)(C)NC(=O)C(=O)NNC(=O)c1cccc(F)c1	-0.1	4	-43	0	3	-8	8	-2	-5	-2
O=C1CCN(C(=O)C(Cl)Cl)N1	0.2	0	3	-6	1	-2	-5	1	-1	-5
Cc1cnc(NC(=O)CSc2nnc(-c3ccccc3)o2)s1	-0.1	-3	10	-7	8	-2	0	-5	-3	-11
COc1ccc(Nc2nc(-c3ccccc3F)nc3ccccc23)cc1OC	1.1	2	10	-9	13	-8	-14	24	-4	-4
O=C(Nc1ccc(F)cc1)N1CCCN(c2nccc(C(F)(F)F)n2)CC1	-9.5	23	-6	-1	6	u	2	19	2	-20
COc1ccc(C=O)cc1CSc1nnc(COc2cccc3cccnc23)o1	-2.0	-4	1	4	-4	-21	-16	18	-3	-9
COc1ccc(CN2CC[C@H]3C=CC[C@@H](C(=O)N4CCOCC4)[C@H]3C2=O)cc1OC	-0.8	1	6	4	-2	4	-3	x	x	1
O=C1C=C(Nc2ccc(Cl)cc2)CC(c2ccco2)C1 (centres undefined)	0.0	1	-1	1	11	-5	14	9	-1	-3
O=C(NCC1OCCc2ccccc21)c1ccc(NC(=O)c2ccc(Cl)cc2Cl)cc1 (centres undefined)	1.2	4	-8	5	4	12	4	0	2	-4
O=C(Nc1ccnn1C1CCN(Cc2ccc(F)cc2)CC1)C1CC1	1.1	-3	1	14	-9	16	x	8	0	-12
COc1ccc2nc(CNC(=O)C3CCC(=O)N(CCc4ccccc4)C3)[nH]c2c1 (centres undefined)	-0.5	-3	-2	25	-3	0	2	27	1	-2
Cc1cc(Nc2ccccc2)nc(N2CCOCC2)n1	-0.6	-2	2	7	-7	-14	1	-2	7	2
O=[N+]([O-])c1cccc(/C=C/c2ccncc2)c1	x	x	7	1	-35	x	5	0	4	-7
S=P(N1CCCCCC1)(N1CC1)N1CC1	-1.0	-8	2	1	-10	-4	x	x	x	-5
O=P(Nc1ccccc1Cl)(c1ccccc1)c1nc2c(s1)CCCC2 (centres undefined)	-3.1	-2	5	2	5	-9	5	21	8	1
CCOP(=O)(OCC)C(NC(=O)/C=C/c1ccc(OC)cc1)c1ccccc1 (centres undefined)	-0.8	-3	4	-3	0	6	-1	4	0	-6
CN1CCN(c2cc(-c3cc(O)c4ncccc4c3)ccn2)CC1	1.3	-1	5	11	-17	-40	1	x	x	67*
COc1ccc(S(=O)(=O)Nc2cccc(F)c2)cc1C	0.4	4	1	-4	3	3	-1	-10	5	-11
CCN(C(=O)COC(=O)c1cccc(S(=O)(=O)N(CC)CC)c1)C1CCS(=O)(=O)C1 (centres undefined)	-0.4	1	-12	8	-1	2	-7	7	1	x
CC(C)COc1ccc(/C(=N/O)c2ccccc2)cc1	-0.2	-1	0	7	-3	-14	-7	-21	10	x
Cc1cc(C(=O)COC(=O)C2=NNC(=O)CC2)c(C)n1-c1cccc(C(F)(F)F)c1	6.4	-11	-2	-6	1	5	5	9	3	5
CC(=O)Nc1ccc(S(=O)(=O)N2CCC(C(=O)Nc3nccs3)CC2)cc1	1.7	-1	4	3	4	-1	-7	-6	0	5
O=C(COC(=O)c1cc(-c2ccccn2)nc2ccccc12)Nc1ncc(C(F)(F)F)cc1Cl	0.0	-7	2	-8	-4	-2	6	-15	-5	-16
COc1ccccc1C(=O)NCCC(=O)N(C)CC(=O)Nc1ccc(C)cc1	-2.9	0	4	14	2	-6	3	x	x	-6
N#CC1c2ccccc2-n2nncc2CN1Cc1cc(Cl)cc(Cl)c1 (centres undefined)	0.2	-3	0	8	68*	-2	x	x	x	-4
Cc1cc(NC(=O)Cn2nnc(-c3ccccc3N)n2)no1	0.0	3	4	3	9	-2	6	-2	-5	-8
N#C/C(=C(/O)c1ccco1)c1nc2ccccc2[nH]1	-0.9	-5	-6	13	3	7	1	10	2	-7
COc1ccc2c(c1)[nH]c1c(=O)n(CCN3CCOCC3)cnc12	-0.8	-5	2	3	-3	-6	8	17	5	-9
CCN(C(=O)/C=C/c1cc(OC)c(OC)c(OC)c1)C1CCCCC1	-16	2	2	9	3	u	-2	-24	6	-7
Cc1cccc(C)c1OCc1cc(C(=O)N(C)Cc2nc3ccccc3[nH]2)no1	0.7	-8	2	-6	23	8	-10	14	-6	-3

Results in SARS 3CLpro inh, for two of the compounds above:
SMILES | SARS 3CLpro inh
COc1ccc(Nc2nc(-c3ccccc3F)nc3ccccc23)cc1OC | -4
O=C(Nc1ccc(F)cc1)N1CCCN(c2nccc(C(F)(F)F)n2)CC1 | 2

(further entries)
SMILES	BoNT-A LC inh2	Anthrax LF prot	MazEF act	CCHFV vOTU inh	PrPC TRFRET	BoNT-F LC inh	Rv3671c protease	DUSP3 inh	SARS 3CLpro inh	SSB-PriA inh
Cn1c(C(=O)NCc2ccccn2)cc2c(=O)n3ccccc3nc21	1.7	-3	6	-164	-1	-1	-7	-9	2	3
C=CCn1c(-c2csc(-c3ccccc3)n2)n[nH]c1=S	-0.2	2	7	-10	-1	2	7	-3	4	-3
Cc1ccc(C=Nc2ccccc2C(=O)Nc2ccccc2)cc1	-1.1	0	7	-55	-7	-6	-5	-2	1	-20
COc1ccc(/C=C(\C#N)C(=O)OCC(=O)NC(C)c2ccccc2)cc1 (centres undefined)	-0.3	-2	-2	-6	0	-4	-9	1	0	-6
Cc1cc(C)n2nc(C(=O)NCc3cccc(C(F)(F)F)c3)nc2n1	-6.2	-7	7	-9	1	-23	7	44	-5	4
Cc1noc(COc2ccccc2OCC(N)=O)n1	-0.1	-7	0	-3	1	1	-1	x	x	-4
COC(=O)c1sccc1NC(=O)CNC(=O)c1ccccc1	0.0	-1	-3	-20	-5	-2	0	20	-2	15
O=C(/C=C/c1ccc(Cl)cc1)Nc1ccccc1N1CCOCC1	-0.1	-1	0	-5	0	2	-1	0	6	-8
Cc1ccc(/C=C/c2nc3ccccc3c(=O)[nH]2)cc1	0.3	-10	-10	-7	7	-4	0	-10	0	8
COc1ccccc1NC(=O)CS(=O)(=O)c1cccc2nsnc12	0.8	-3	3	8	-39	-3	9	48	0	-4
Clc1ccc(Oc2nc3ccccc3n3cccc23)cc1	0.1	2	6	5	2	1	-8	5	6	-18
CC(NC(=O)c1ccccc1)C(=O)OCC(=O)Nc1cccc(S(=O)(=O)N2CCCC2)c1 (centres undefined)	0.2	-9	0	6	4	12	x	x	x	-5

Compound activity: PubChem, several laboratories
